E-sel inducer: E-selectin induction on HUVECs; P16581; HUVEC E-selectin immunofluorescence imaging; normalized: neutral wells 0, TNF-alpha wells 100; activation, % at 7.58 µM; 0.37% of 260,000 active; AID 686992;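 active = mean E-selectin-positive cell signal at least 10% of the positive control, reached in at least 60% of replicates, without over 20% cell loss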;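 note: in these data hits start at about 27%; measured in HUVEC primary endothelial cells; signal is the percent of cells scored E-selectin positive by PE staining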
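Read-out: % PE-positive cells | Test system: HUVEC | Doses: One compound dose added by pin transfer | Buffer or medium: EGM-2 over gelatin coat | Signal: Immunofluorescence imaging | Benchmarks: TNF-alpha, DMSO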
RAD52 anneal inh: inhibitors of human RAD52 DNA annealing | recombinant RAD52 DNA annealing, FRET fluorescence | inhibition, % at 18.7 µM | P43351 | 0.46% of 360,000 active;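 active = every replicate showing at least 50% inhibition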
Target sequence (P43351 whole entry, looked up): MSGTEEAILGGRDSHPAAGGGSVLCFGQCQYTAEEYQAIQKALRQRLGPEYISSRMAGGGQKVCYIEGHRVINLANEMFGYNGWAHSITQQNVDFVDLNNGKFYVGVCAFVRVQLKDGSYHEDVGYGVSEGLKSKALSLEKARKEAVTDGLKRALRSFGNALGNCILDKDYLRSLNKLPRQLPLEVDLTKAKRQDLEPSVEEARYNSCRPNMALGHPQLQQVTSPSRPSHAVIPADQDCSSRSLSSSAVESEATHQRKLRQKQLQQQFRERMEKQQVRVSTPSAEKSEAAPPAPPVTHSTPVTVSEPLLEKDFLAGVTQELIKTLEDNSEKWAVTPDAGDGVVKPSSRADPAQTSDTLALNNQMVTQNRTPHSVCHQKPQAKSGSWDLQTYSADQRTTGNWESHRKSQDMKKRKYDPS
S100A4 inh HTS: S100A4-myosin IIA interaction inhibition; P26447; S100A4/TAMRA-MyoIIA peptide fluorescence polarization; inhibition, % at 10.7 µM; 0.14% of 360,000 active; AID 652163;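 active = mean inhibition of at least 70% across replicates, with every replicate also reaching that level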
Target sequence (P26447 whole entry, looked up): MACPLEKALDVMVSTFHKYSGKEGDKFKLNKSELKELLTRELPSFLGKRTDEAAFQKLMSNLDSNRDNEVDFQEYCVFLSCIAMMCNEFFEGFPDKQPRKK
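Test system – S100A4 monomer (human) · Compound – single-point compound testing · Schedule – 5 min incubation before reading · Probe or stimulus – TAMRA-labelled myosin IIA heavy-chain peptide probe, 5 nM · Benchmarks – neutral control DMSO, positive control TFP · Medium – Calcium-containing HEPES buffer, pH 7.2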
RAD54 inh: RAD54 (human) branch migration inhibition. Q92698. inhibition, % at 10.4 µM. AID 602329. 0.14% of 360,000 active. RAD54 Holliday junction branch migration, FAM/BHQ fluorescence;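 active = mean normalized replicate activity at least 40 and at least half of replicates scoring 40 or more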;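 note: 0% = median of neutral control wells and 100% = median of positive control wells; inhibitors cause a drop in the FAM fluorescence signal; in these data hits start at about 50%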
ERp5 inh: blocks human ERp5 reductase activity on insulin | 0.05% of 350,000 active | Q15084 | ERp5 insulin aggregation, absorbance 650 nm, 90 min | inhibition, % at 9.99 µM;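 active = mean replicate inhibition above about 25%, with every replicate also reaching it, limit read from the data, passing the limit was not always enough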
Target sequence (Q15084 whole entry, looked up): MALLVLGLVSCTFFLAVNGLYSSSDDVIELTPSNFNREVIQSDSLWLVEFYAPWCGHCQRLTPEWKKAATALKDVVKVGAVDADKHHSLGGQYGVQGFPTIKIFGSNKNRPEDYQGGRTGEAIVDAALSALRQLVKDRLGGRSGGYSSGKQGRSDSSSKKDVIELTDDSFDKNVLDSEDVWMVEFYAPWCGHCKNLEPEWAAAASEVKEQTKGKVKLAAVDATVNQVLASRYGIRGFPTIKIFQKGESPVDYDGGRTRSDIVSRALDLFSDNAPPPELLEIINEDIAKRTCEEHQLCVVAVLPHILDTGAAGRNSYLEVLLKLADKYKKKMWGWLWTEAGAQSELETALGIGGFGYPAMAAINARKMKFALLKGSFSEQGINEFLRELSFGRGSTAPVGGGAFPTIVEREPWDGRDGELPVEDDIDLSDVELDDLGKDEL
ERAP1 inh: blocks human ERAP1 aminopeptidase activity; Q9NZ08; recombinant ERAP1, Leu-AMC fluorescence, 60 min; inhibition, % at 10.7 µM; 0.15% of 340,000 active;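 active = mean replicate inhibition of at least 30%, or all replicates individually reaching that 30% level; inactive = mean below 30% and not every replicate reaching it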;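 note: 0% = neutral control wells and 100% = L-leucinethiol positive control wells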
esBAF inh: blocks esBAF chromatin remodeling in mouse ES cells. reporter increase, % at 12.5 µM. 2% of 350,000 active. Bmi1-luciferase knock-in reporter, 24 h; 100% = twice the neutral-well signal; in the data active = activation above about 40%;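 note: 0% = median of the plate's neutral control wells and 100% = double that signal; a rise in the Bmi1 reporter signal indicates esBAF inhibition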
Xi reactivation: X-chromosome reactivation activator; XiGFP mouse fibroblasts, % GFP-positive cells imaging, 3 d; cells co-treated with 5-aza-dC sensitizer; scaled so ellipticine positive control = 100%; activation, % at 7.58 µM; 0.055% of 360,000 active; AID 743238;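 active = mean normalized replicate activation at least 10% and every replicate at or above 10%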;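 note: 0% = median of on-plate neutral control wells and 100% = ellipticine 6 µM median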
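Assay system – SV40-immortalized XiGFP fibroblast cells, line 68-5-11 · Buffer or medium – DMEM supplemented with 5-aza-dC as sensitizing agent · Dosing – one concentration, pinned · Benchmarks – positive control ellipticine, 6 µM final · Times – 3 days compound exposure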
An asterisk follows results filed as active; . = not tested or not shown; & = joins results of further samples.

Value order – E-sel inducer	RAD52 anneal inh	S100A4 inh HTS	RAD54 inh	ERp5 inh	ERAP1 inh	esBAF inh	Xi reactivation
- O=C1c2cccc3cccc(c23)C(=O)N1/N=C/c1c(O)n(-c2ccccc2)c(=O)[nH]c1=O
    -0.2	-42	-20	.	1	-1	.	0.1
- O=c1[nH]c(=O)n(C2CCCCC2)c(O)c1/C=N/N1CCCCC1c1cccnc1 (configuration not stated)
    2.2	-26	1	-5	-4	0	.	-0.2
- CCOC(=O)C1(CCc2ccccc2)CCN(CC(O)CO)CC1 (configuration not stated)
    .	-24	-3	7	3	-1	0	0.0
- c1cncc(C2Nc3cccc4cccc(c34)N2)c1
    0.2	-15	-7	15	0	1	3	0.1
- CC(O)C1C=CC=CC(=O)OC2CC3OC4C5OC5(C)C(O)CC4(COC(=O)C(O)C(C)CCO1)C2(C)C31CO1 (configuration not stated)
    -0.6	-9	-4	.	-1	-1	.	-0.1
- CC1C(=O)OC2CCN3CC4OC4(COC(=O)C(C)(O)C1(C)O)C23 (configuration not stated)
    0.0	-8	-4	.	1	-3	.	0.2
- O=C1NC(=O)N(c2ccccc2)C(=O)/C1=C\c1ccccc1[N+](=O)[O-]
    .	-32	-1	.	.	0	.	0.0
- CCC(=O)c1ccc(OCC(=O)N2CCN(CC(=O)Nc3ccc(C)cc3)CC2)cc1
    1.7	-13	-1	-2	.	-2	-1	0.0
- C[C@]12CCC3[C@@H](CC[C@H]4C[C@@H](O)CC[C@]34C)C1CCC2=O (some centres not stated)
    -0.5	-7	-2	-16	1	0	-6	0.0
- CCOc1ccc(N=Cc2c(O)n(-c3cc(C)cc(C)c3)c(=O)[nH]c2=O)cc1
    .	-56	-7	.	2	.	.	-0.1
- O=C(Cc1cccnc1)N1CCCCN2[C@H](CO)[C@@H](c3ccc(C#CC4CC4)cc3)[C@@H]2C1
    .	10	-1	-10	-1	-1	.	.
- C[C@]12CCC3C(CC[C@H]4C[C@@H](O)CC[C@]34C)C1CC[C@@H]2N (some centres not stated)
    -0.5	9	-4	9	3	4	-2	-0.1
- COc1cc(CN2CCN(C(=O)Cc3ccccc3)CC2)cc(OC)c1OC
    .	-20	10	-1	0	-3	-5	-0.1
- CCCCC(=O)N/N=C/c1c(O)n(CCC2=CCCCC2)c(=O)[nH]c1=O
    0.5	-52	-31	6	2	.	-9	-0.1
- O=c1[nH]c2ccccc2c(=O)n1-c1ccc(Cl)cc1Cl
    0.0	-15	-3	.	-6	6	.	0.1
- C/C=C/c1ccc([C@@H]2[C@H](CO)N3CCCCN(C(=O)Cc4cccnc4)C[C@@H]23)cc1
    0.2	-3	5	7	-3	0	-1	0.1
- CN1CCN(c2ccc([N+](=O)[O-])cc2Cl)CC1
    -1.7	-13	1	.	-1	-1	.	0.3
- CCC(=O)Nc1ccccc1
    .	-10	1	-17	-2	5	-3	.
- Cc1cc(O)c2c(C)c(CC(=O)N3C[C@H]4C[C@@H](C3)c3cccc(=O)n3C4)c(=O)oc2c1
    .	-7	-4	-8	-6	-1	-8	.
- CCCNc1nc(OC)nc(N2CC3CC(C2)c2cccc(=O)n2C3)n1 (configuration not stated)
    .	-10	2	-1	-8	9	-3	0.3
- Cc1ccccc1NS(=O)(=O)c1ccc(OCC(=O)N2CCN(C)CC2)cc1
    1.5	-5	-3	5	4	-2	-2	0.0
- CCCCn1c(O)c(C(CC)=NCCCn2ccnc2)c(=O)[nH]c1=O
    .	-23	1	8	2	.	.	0.0
- Cc1cc(Br)c(NC(=O)CN2CC=C(c3ccccc3)CC2)c(Br)c1
    .	-28	-10	.	0	1	.	0.0
- Cc1ccc(CN2CCCN(Cc3ccc(C)cc3)S2(=O)=O)cc1
    0.0	-8	-1	0	6	-3	-3	0.1
- CCCCn1c(=O)c(C(=O)NCc2ccccc2OC)c(O)c2ccccc21
    .	-7	0	-3	0	1	7	0.2
- Cc1ccc2c(c1)NP(=S)(Oc1ccccc1)N2 (configuration not stated)
    -0.1	-1	-2	-2	3	-2	16	0.2
- CCC(CO)(C(=O)OC1C[N+]2(C)CCC1CC2)c1ccccc1 (configuration not stated)
    -1.0	-9	-6	8	3	72*	6	0.0
- CC(=NCc1ccco1)c1c(O)n(-c2ccc(Cl)cc2)c(=O)[nH]c1=O
    .	-21	-13	.	1	.	.	-0.1
- NC(=O)c1c(Br)n(C2OC(CO)C(O)C2O)c2ncnc(N)c12 (configuration not stated)
    -0.7	1	-8	.	-13	5	.	1.0
- O=C(C[N+]12CCN(CC1)CC2)NCCc1ccc(Cl)cc1Cl
    .	4	3	4	2	0	0	0.0
- COc1ccc(CCNC(C)CCc2ccc(OC)cc2)cc1 (configuration not stated)
    .	5	2	.	5	-2	.	.
- CCCCn1c(NS(=O)(=O)c2ccc(C)cc2)c(C(=O)OCC)c2nc3ccccc3nc21
    -2.7	-9	-1	-3	-4	-3	.	0.2
- Cc1cc(OCC(=O)NCC(O)c2ccccc2)c2c3c(c(=O)oc2c1)CCCC3 (configuration not stated)
    .	-7	-1	7	10	-1	-4	0.1
- COC(=O)[C@@H]1[C@@H](CO)[C@@H]2Cn3c(ccc(C4=CCCC4)c3=O)[C@H]1N2C(=O)CC1CC1
    -0.3	-14	-2	-3	-1	3	-3	-0.1
- Nc1c(Br)cc([N+](=O)[O-])cc1[N+](=O)[O-]
    .	0	1	1	3	-4	-9	.
- CC=Cc1ccc2n(c1=O)C[C@@H]1[C@@H](CO)[C@H](C(=O)OC)[C@H]2N1C(=O)CC (mixture of isomers)
    -0.1	-2	10	-9	2	-2	-1	0.1
- CC1C(OC(=O)CCC(=O)NC(C)(C)CO)O[C@H]2OC3(C)CC[C@H]4[C@H](C)CCC1C24OO3 (some centres not stated)
    -0.1	-11	-7	-18	-2	-1	1	0.2
- CCCCNC(=S)N1CCn2cccc2C1c1cccnc1 (configuration not stated)
    -0.2	-46	2	-13	3	-1	9	0.0
- CCC1(Oc2ccccc2)C(=O)NC(=O)NC1=O
    -0.1	-11	-4	-5	5	6	.	0.1
- O=C(O)C1=CC2c3ccccc3C1c1ccccc12
    1.5	-10	1	-2	-4	1	11	0.0
- CC1CCN(CC(=O)c2ccc3c(c2)OCCO3)CC1
    0.8	-22	-19	-8	1	-5	4	0.0
- CCC1(c2ccc(C)cc2)C(=O)NC(=S)NC1=O
    0.0	5	1	.	-4	-4	.	0.0
- CN1C(=O)C(c2ccc([N+](=O)[O-])cc2[N+](=O)[O-])C(=O)N(C)C1=O
    .	4	-1	-21	4	2	0	0.1
- NC(N)=Nc1ccc2[nH]c3c(c2c1)C[C@@]1(O)[C@H]2Cc4ccc(O)c5c4[C@@]1(CCN2CC1CC1)C3O5 (some centres not stated)
    .	53*	-1	35	3	-1	-1	.
- CCc1nn2c(=O)c(F)c(N3CCNCC3)nc2s1
    0.0	1	-6	2	-2	-2	-3	0.7
- CS(=O)(=O)c1ccc(C2=C(CNC(=O)c3nccs3)[C@H]3CC[C@@H](C2)N3CCOc2ccccc2)cc1
    -0.4	-11	-2	-11	0	.	-5	-0.1
- O=c1c2ccccc2nc(/C=C/c2ccco2)n1-c1ccccc1O
    -0.3	-41	-4	-14	-10	2	-2	3.8
- CSCCC(NC(=O)CCC(=O)OC1CC[C@H]2[C@@H]3CC[C@H]4CC(=O)CC[C@]4(C)[C@H]3CC[C@]12C)C(=O)O (some centres not stated)
    0.0	-1	-1	-10	2	-2	-1	0.3
- O=C(NC1CCCCC1)N1Cc2cc(N3CCCCC3)ccc2-n2nncc2C1
    -0.1	0	-3	-8	0	-4	5	.
- C/C=C/c1ccc(C2[C@@H]3CN(C(=O)C4CCOCC4)C[C@H]2N3)cc1 (some centres not stated)
    0.0&0.2	-4&-2	4&3	.	2&1	1&0	.	0.1&0.0

Additional entries:
Value order – E-sel inducer	RAD52 anneal inh	S100A4 inh HTS	RAD54 inh	ERp5 inh	ERAP1 inh	esBAF inh	Xi reactivation
- CC(C)(C)n1cc(C(=O)c2ccccc2)cc1-c1ccccc1
    0.0	-5	-1	1	0	1	2	0.1
- COc1ccc(OC(=O)N(C)C[C@H]2OCc3ccccc3-c3c(n(C)c4ccccc34)C(=O)N([C@H](C)CO)C[C@@H]2C)cc1
    -0.1	-4	5	.	2	-1	.	0.1
- CCCN1CCCC(C(=O)c2cc(C)c(OC)c(C)c2)C1 (configuration not stated)
    0.1	-9	-2	8	2	1	-3	0.3
- Cc1ccc(Cn2cc(C=O)c3ccccc32)cc1
    -0.1	-10	-3	-4	1	2	-4	0.0
- O=c1[nH]c(=O)n(Cc2ccccc2Cl)c(O)c1/C=C1/C=CC=N1
    2.6	-93	-39	.	3	7	.	0.5
- C/C=C1\CN2[C@H]3C[C@@]45c6ccccc6N(C)[C@H]4[C@@H]2CC1C3[C@H]5O (some centres not stated)
    .	-4	-1	-3	-6	-2	-2	.
- CN1CN(c2ccccc2)C2(CCN(CCCSc3ccccc3NC(=O)/C=C/c3ccccc3)CC2)C1=O
    -0.3	-8	1	.	2	2	.	-0.1
- O=C(O)[C@@H]1[C@@H](CO)[C@@H]2Cn3c(ccc(-c4ccccc4)c3=O)[C@H]1N2C(=O)C1CCCCC1
    -0.2	0	3	-12	-1	1	3	0.4
- CC(C(O)c1ccccc1)N(C)CCn1cnc2c1c(=O)n(C)c(=O)n2C (configuration not stated)
    2.7	-5	0	.	0	-1	.	0.3
- CCCCCCCCn1sccc1=O
    .	-6	-3	-12	-6	5	-5	.
- CCCNC(=O)N1[C@H]2CC[C@@H]1C(C(=O)OC)=C(c1ccc(OC(F)(F)F)cc1)C2
    -0.1	-10	5	-6	1	-3	0	-0.6
- O=[N+]([O-])c1ccc(N2CCNCC2)c(Cl)c1
    -1.0	-11	-1	.	4	6	.	0.2
- COc1ccc(N2C(=O)NC(=O)/C(=C\c3cn(C)c4ccccc34)C2=O)cc1
    .	-462	16	-11	4	-1	-3	.
- CCc1ccc(CNCCc2c[nH]c3ccccc23)cc1
    .	2	2	0	-1	-3	-2	0.0
- CCC(c1nnnn1C1CCCC1)N1CCC2(CC1)C(=O)NCN2c1ccccc1 (configuration not stated)
    0.0	-3	4	7	-3	.	2	0.3
- CCOc1cc(C=C2C(=O)NC(=S)NC2=O)ccc1O
    0.1	-32	-7	8	6	16	-4	0.4
- COc1ccc(C(C)=O)cc1Cc1c(O)[nH]c(=S)[nH]c1=O
    0.0	-13	-2	1	3	6	-2	-0.1
- C[C@]12CCC3C(CC[C@H]4C[C@H](O)CC[C@]34C)C1C[C@H](O)[C@H]2O (some centres not stated)
    -0.2	0	-1	-2	0	2	.	0.1
- CC(C)(C)[C@]1(O)C[C@@H]2OC(=O)C[C@@]23C(=O)O[C@@H]2OC(=O)[C@H](O)[C@]213
    -0.1	-7	-2	3	2	-1	2	0.0

From PubChem

These rows are one share of the data; count on the stated rates, not on these rows.
